Assay outcomes: PubChem BioAssay, National Center for Advancing Translational Sciences (NCATS)
MmCpn inh: M. maripaludis TRiC chaperonin inhibition | purified Mm-Cpn ATPase, ADP Transcreener TR-FRET | Potency, µM (titrated, usually from 76.9 µM), inactives show at the top dose activity, negative = inhibition, most hits filed as inhibitors | 0.031% of 330,000 active | AID 504842; active = well fitted inhibition curve with a large enough effect; inconclusive = small, poorly fitted or top-dose-only effect; also: nearly all actives have a fitted effect of over 80% in size
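Purified archaeal chaperonin (25 nM final) was preincubated with compound for 10 min at 37°C, then ATP (10 uM final) was added for 30 min at 37°C in Tris pH 7.4/KCl/MgCl2/DTT buffer. ADP was quantified by HTRF Transcreener TR-FRET.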
The depositor's hits bear a star; u = inconclusive; [ ] = another dose, or the depositor's remark. % is scaled to controls: 0 for no effect and ±100 for the full control effect; potency is read from the fitted curve at half-maximal effect. Not all compounds are listed; the hit share may differ from the screen's.

SMILES	MmCpn inh
N#Cc1cc2sc3nc4ccccc4n3c2cc1C#N	-1%
COc1ccccc1C(=O)Nc1cccc(-c2cn3ccsc3n2)c1	0%
Cc1ccc(S(=O)(=O)N2CCN(C3CCC(c4ccccc4)CC3)CC2)cc1 (stereo unspecified)	1%
CSC1=Nc2sc3c(c2C2=NCCN12)CCCC3	1%
COc1ccc2nc3cc(Cl)ccc3c(Nc3cc(CN4CCCC4)c(O)c(CN4CCCC4)c3)c2n1	-1%
CCCCCCC(=O)N(O)C1CC(=O)N(c2ccccc2)C1=O (stereo unspecified)	0%
COc1ccc(N2CCN(C(=O)c3ccc4c(c3)NC(=O)C(CSCc3c(F)cccc3Cl)N4)CC2)cc1 (stereo unspecified)	-2%
CCCCCCN(C(=O)CCCCCN1C(=O)NC(c2ccc(-c3ccccc3)cc2)C(C(=O)OCc2ccccc2)=C1C)C(C(=O)NCCCC)c1ccc(-c2ccccc2)cc1 (stereo unspecified)	0%
CCn1c(C)nc2cc(C(=O)N=Nc3c(O)[nH]c4c(C)cc(C)cc34)ccc21	2%
Cc1nc2ccccc2c(=O)n1/N=C1\C(=O)N(C)c2ccccc21	3%
COc1ccc(C2c3c(oc4c(C)cc(C)cc4c3=O)C(=O)N2Cc2cccnc2)cc1OC (stereo unspecified)	1%
COc1ccccc1NC(=O)Nc1nnc(CC(=O)Nc2ccccc2)s1	-1%
CCC1SC2=NCN(c3ccccc3)CN2C1=O (stereo unspecified)	0%
O=C(OCC#CCSc1nnc(-c2cccc3ccccc23)s1)c1cccs1	4%
CCCC(=O)NC(Nc1ccccc1F)C(Cl)(Cl)Cl (stereo unspecified)	-12%
CCOc1cc(/C=N/NC(=O)c2cc(C)[nH]n2)ccc1OC(=O)c1ccc([N+](=O)[O-])cc1	0%
C=CCn1c(=N)c(C(=O)OC)cc2c(=O)n3cccc(C)c3nc21	0%
COc1ccc(/C(O)=C2\C(=O)C(=O)N(CCCN(C)C)C2c2ccccc2F)cc1Cl (stereo unspecified)	0%
O=C(CN1C(=O)c2ccccc2C1=O)Oc1ccc(F)cc1	-1%
Oc1ccc(CNc2cccc(F)c2F)c2cccnc12	0%
CCc1ccc(N2CCCn3c2nc2c3c(=O)n(CCN3CCOCC3)c(=O)n2C)cc1	-1%
C=C1[C@@H](C)C2[C@H](Cc3ccccc3)NC(=O)[C@]23OC(=O)CC[C@H](O)CCC[C@H](C)C/C=C/[C@H]3[C@@H]1O (stereo partly specified)	1%
O=C(O)C1CC=CCC1C(=O)Nc1cccc(Cl)c1Cl (stereo unspecified)	-1%
CC(C)C1=CC2=CCC3C(C)(C(=O)O)CCCC3(C)C2CC1 (stereo unspecified) (tested in a mixture with another compound)	-3%
O=C(/C=C/c1ccc([N+](=O)[O-])cc1)/C=C/c1ccco1	-5%

7 successive entries out of the list so far, for reference:
SMILES	MmCpn inh
COc1ccccc1NC(=O)Nc1nnc(CC(=O)Nc2ccccc2)s1	-1%
CCC1SC2=NCN(c3ccccc3)CN2C1=O (stereo unspecified)	0%
O=C(OCC#CCSc1nnc(-c2cccc3ccccc23)s1)c1cccs1	4%
CCCC(=O)NC(Nc1ccccc1F)C(Cl)(Cl)Cl (stereo unspecified)	-12%
CCOc1cc(/C=N/NC(=O)c2cc(C)[nH]n2)ccc1OC(=O)c1ccc([N+](=O)[O-])cc1	0%
C=CCn1c(=N)c(C(=O)OC)cc2c(=O)n3cccc(C)c3nc21	0%
COc1ccc(/C(O)=C2\C(=O)C(=O)N(CCCN(C)C)C2c2ccccc2F)cc1Cl (stereo unspecified)	0%

Next section
SMILES	MmCpn inh
O=C(N/N=C1/CCCc2ccccc21)c1cc([N+](=O)[O-])cc([N+](=O)[O-])c1	1%
Cc1csc(CNc2ncnc3ccc(-c4ccc5c(ccn5C)c4)cc23)c1	u
CCOC(=O)C1CCN(CC(=O)Nc2c(C(=O)OC)[nH]c3ccccc23)CC1	-4%
Nc1nc(CC(=O)CSc2ccc(Cl)cc2)nc(Nc2ccc(F)cc2)n1	2%
CC1(C)NC(=O)N(CCCCOc2ccccc2[N+](=O)[O-])C1=O	0%
COc1ccc(N2CCn3c2nc2c3c(=O)n(CCN3CCOCC3)c(=O)n2C)cc1	1%
Cc1nc(N2CCN(C(c3ccccc3)c3ccccc3)CC2)nc2c1C(=O)CCC2	-1%
Cc1ccc2c(=O)n3c(nc2c1)C(CC(C)C)NC(=O)c1ccc(Cl)cc1-3 (stereo unspecified)	2%
CC(C)(C)c1ccc(-c2nc(O)c(CC(=O)O)s2)cc1	1%
COc1ccc(/C=C2\CCCc3c2nc2ccccc2c3C(=O)O)cc1OC	-5%
Cc1ccc(-c2c(=O)n(OCc3ccccn3)c3ccccc3[n+]2[O-])cc1	-1%
Cc1ccc(C(=O)CCC(=O)O)cc1	1%
Cc1cc(C)n(-c2nc(SCC(=O)NCC3CCCO3)c3c4c(sc3n2)CCCC4)n1 (stereo unspecified)	1%
Cc1ccc(C(=O)N2CCN(c3ncnc4c(-c5ccccc5)nsc34)CC2)cc1	-1%
O=C1OC2(CCCCC2)CC2=C1C1O[C@](CCCCN3C(=O)c4ccccc4C3=O)(Cc3ccccc31)O2	-3%[15.4 µM]
CC(C)c1ccccc1NC(=O)c1ccc(CN(c2ccccc2)S(=O)(=O)c2ccccc2)cc1	1%
O=C(C1CCN(c2ncnc3c2sc2cccc(F)c23)CC1)N1CCCC1	-2%
Cc1ccc(-n2c(-c3ccccc3)cc(/C=N/NC(=O)CC#N)c2-c2ccccc2)cc1	1%
c1cnc(N2CCN(c3ncnc4c3oc3ccccc34)CC2)nc1	-9%
NN=C1c2cc([N+](=O)[O-])ccc2-c2ccc([N+](=O)[O-])cc21	0%
NS(=O)(=O)c1ccc(CCNC(=O)CCCCCNc2nc(=S)[nH]c3ccccc23)cc1	0%
COCC(=O)Nc1ccc(S(=O)(=O)Nc2ncccn2)cc1	-1%
COC(=O)c1ccc(C2c3c(oc4cc(C)c(C)cc4c3=O)C(=O)N2CCCN(C)C)cc1 (stereo unspecified)	-1%
COC(=O)c1cc(NC(=O)/C=C/c2ccccc2)ccc1O	-1%
CN(C)c1ncc(/C=C2/C(=O)NC(=S)N(C3CCCCC3)C2=O)cn1	-9%
The results go on:
SMILES	MmCpn inh
COC(=O)c1ccc(C(=O)OC)c(N)c1	-5%
COc1ccc(C2CC(c3ccc(C)cc3)=NN2C(=O)CCC(=O)O)cc1OC (stereo unspecified)	1%
CC(C)CN1C(=O)/C(=C/c2c(N3CCc4ccccc4C3)nc3ccccn3c2=O)SC1=S	0%
Cc1nc2sccn2c(=O)c1CCN1CCC(=C(c2ccccc2)c2ccc(F)cc2)CC1	-1%
Cc1nc2ccccc2c2oc(C(=O)N3CCc4ccccc43)cc12	-8%
CC(C)N(Cc1nnc(-c2ccccc2Cl)o1)C(=O)c1cccc(C#N)c1	-2%
Cc1cccc(CNc2ncnc3ccc(-c4cccc(C)c4)cc23)c1	-1%
O=C(NCc1ccc(/C=c2\sc3n(c2=O)CCN=3)o1)C(=O)Nc1ccccc1	2%
Cc1ccccc1OCCOc1ccccc1C=C(C#N)C#N	-20%
Cn1c(SCC(=O)NNC(=S)Nc2ccccc2)nnc1-c1ccncc1	-1%
CC1=C(C(=O)Nc2ccccc2)C(c2ccco2)C(C#N)=C(SCc2ccccc2)N1 (stereo unspecified)	-11%
Cc1cc(NC(=O)CN2CCN(Cc3ccccc3)CC2)nc2c1c(=O)oc1ccccc12	-4%
CCOc1ccc(NC(=S)N2CCn3c(nc4ccccc43)C2)cc1	1%
CC(=O)NC[C@H]1CN(c2ccc(N3CCOCC3)c(F)c2)C(=O)O1	1%
O=C1CSC(c2ccccc2)N1c1nnc(C23CC4CC(CC(C4)C2)C3)s1 (stereo unspecified)	-9%
CC(C)N1CCC2(CC1)C(C#N)=C(N)NC(S)=C2C#N	-2%
C/C(=C1/C(=O)N(c2ccc([N+](=O)[O-])cc2)N=C1c1ccccc1)N(C)C	-1%
O=C(NNS(=O)(=O)c1c(F)cc(F)c(Cl)c1F)C12CC3CC(CC(C3)C1)C2	-1%
Cc1ccc2nc(NC3=NCN(CCc4ccccc4)CN3)nc(C)c2c1	0%
Cc1cc(C)c(S(=O)(=O)N2CCN(CCN3C(=O)c4cccc5cccc(c45)C3=O)CC2)cc1[N+](=O)[O-]	-7%
c1ccc(-c2nc(-c3cccnc3)n[nH]2)cc1	0%
CN(C)CC#CCCCCCCC#CCN(C)C	-1%
COc1ccc(C(=O)N(C)Cc2ccccc2)cc1Br	2%
COC(=O)c1c(N2C(=O)[C@H]3[C@@H](C2=O)[C@]2(C(=O)Nc4ccccc42)N2CCC[C@@H]32)sc(C)c1C	-1%
COC(=O)c1ccccc1NC(=O)c1c(O)c2cccc3c2n(c1=O)CCC3	-7%

Reprinted from the part before: 4 compounds, then new ones.
SMILES	MmCpn inh
CN(C)CC#CCCCCCCC#CCN(C)C	-1%
COc1ccc(C(=O)N(C)Cc2ccccc2)cc1Br	2%
COC(=O)c1c(N2C(=O)[C@H]3[C@@H](C2=O)[C@]2(C(=O)Nc4ccccc42)N2CCC[C@@H]32)sc(C)c1C	-1%
COC(=O)c1ccccc1NC(=O)c1c(O)c2cccc3c2n(c1=O)CCC3	-7%
CC(=O)C1=C(O)C(=O)N(Cc2cccnc2)C1c1ccc(C)cc1 (stereo unspecified)	-1%
O=C1c2oc3ccc(Br)cc3c(=O)c2C(c2cccnc2)N1Cc1ccco1 (stereo unspecified)	0%
CCSc1ncnc2c1sc1nc(-c3ccco3)c3c(c12)CC(C)(C)OC3	1%
O=C(NC1CCCCCC1)c1c(O)c2cccc3c2n(c1=O)CCC3	-1%
O=C(O)c1nn(-c2ccccc2-c2n[nH]c(=O)[nH]c2=O)c(=O)[nH]c1=O	-1%
O=C(CC(=O)NC1CCCCC1)N/N=C/c1ccccc1F	-18%
Cc1cc(C)nc(-n2nc(C)c3c(C)c(C)c(C)nc32)n1	2%
CC(=O)OCC1O[C@@H](O[C@@H]2C[C@H]3C(C)(C)[C@H](OC(C)=O)CC[C@]3(C)[C@H]3CC[C@]45C[C@]4(CC[C@H]5[C@@H](C)C[C@@H](O)[C@H](O)C(C)(C)O)[C@@]32C)[C@H](O)[C@@H](O)[C@@H]1O (stereo partly specified)	-29%
Fc1ccccc1-c1n[nH]c(=S)n1C1CC1	-11%
COc1ccc(/C=C(\C#N)C(=O)OCC(=O)NCc2ccc(Cl)cc2)cc1	0%
CCN1CCc2c(OCC(=O)N3CCc4ccccc43)cccc2C1=O	-7%
Cc1oc(-c2ccccc2Cl)cc1-c1nn2c(-c3ccco3)nnc2s1	-5%
O=C(Nc1nc2c(ccc3ccccc32)s1)c1cc([N+](=O)[O-])ccc1N1CCOCC1	1%
CCOC(=O)N1c2ccccc2C=CC1OCC (stereo unspecified)	3%
Cc1nc(NC2=NCN(C3CCCCC3C)CN2)nc2ccccc12 (stereo unspecified)	-4%
CC1=CC2=NC(=O)/C(=C\c3ccc(-c4ccc(Cl)cc4)o3)C(=N)N2O1	0%
Cc1ncc(CO)c2c1Oc1nc(-c3ccccc3)nc(SCC(=O)N(C)c3ccccc3)c1C2	2%
Cn1cnnc1SCC(=O)N1c2ccccc2-c2c(ssc2=S)C1(C)C	1%
CCOC(=O)c1cnn(-c2nc(C)nc3sc4c(c23)CCC4)c1N	0%
Cc1ccc(C2C3=C(Nc4[nH]n(-c5ccccc5)c(=O)c42)c2ccccc2C3=O)cc1 (stereo unspecified)	-1%
Cc1ccc(S(=O)(=O)c2cc3c(=O)n4cc(C)ccc4nc3n(CC3CCCO3)c2=N)cc1 (stereo unspecified)	0%
CCCC(C)C(=O)OCC(=O)Nc1ccc(Br)cc1 (stereo unspecified)	-8%
C#CCOCCOCCOCCNc1nc(N2CCN(C(=O)[C@H](CCC(=O)O)n3cc(C(N)Cc4ccc(O)cc4)nn3)CC2)nc(N2CCN(C(=O)[C@H](Cc3ccc(O)cc3)n3cc(C(N)[C@H](C)CC)nn3)CC2)n1 (stereo partly specified)	-12%
O=C(O)COc1ccc(-c2nccc(-c3cccs3)n2)cc1	-7%
COc1ccc2c(c1OC)C(=O)c1ccccc1C2=O	1%
(more compounds)
SMILES	MmCpn inh
COc1cc(OC)cc(C(=O)OCCNC(=O)Cn2cnc3c2c(=O)n(C)c(=O)n3C)c1	1%
CCC(C)C(NC(N)=O)C(=O)NC1CCC(C)CC1 (stereo unspecified)	2%
CC(C)N(Cc1ccc(F)cc1)C(=O)c1cc2ccccc2oc1=O	0%
COc1ccc(N2C(=O)N(Cc3ccccc3F)c3ccccc3S2(=O)=O)cc1	1%
O=c1[nH]c2cc3c(cc2cc1CN(CCc1ccccc1)Cc1nnnn1C1CCCC1)OCCO3	-4%
CCOC(=O)CSc1nc2ccc(N3CCOCC3)cc2c(=O)n1Cc1ccc2c(c1)OCO2	-5%
O=C1CC(C(=O)Nc2ccc(Br)cc2)C2(CCCC2)O1 (stereo unspecified)	2%
O=C1NN(c2ccc(F)cc2)C(=O)/C1=C\c1cnn(-c2ccccc2)c1	4%
CCN(CC)C(=O)CC(c1ccc(F)cc1)c1ccc(OC(C)C)cc1 (stereo unspecified)	-3%
CCc1ccccc1NC(=S)NN	-2%
COc1ccc([C@]23Cc4cc(OC)c(OC)cc4C(O2)C2=C(CCCC2=O)O3)cc1	-1%[15.4 µM]
COc1cc2ccccc2cc1C(=O)Nc1sc2c(c1C(N)=O)CCN(C(C)C)C2	-1%
O=S(=O)(O)c1nc2ccccc2n1Cc1cccc2ccccc12	1%
CCCN1CCC(NC23CC4CC(CC(C4)C2)C3)CC1	2%
O=C1Nc2ccc(Br)cc2C1=Nc1ccc(-c2nnc3n2CCCCC3)cc1	-1%
CCCCNc1ccc(S(N)(=O)=O)cc1[N+](=O)[O-]	0%
CCN(CC)CCNC(=O)C(=O)NCC1OCCN1C(=O)c1ccc2c(c1)OCO2 (stereo unspecified)	2%
O=C(CN1C(=O)/C(=C/c2c(F)cccc2Cl)Oc2ccccc21)NCc1ccco1	-2%
Oc1c(Cl)cc(CN2CCCCC2)c2cccnc12	1%
